Assay outcomes: PubChem BioAssay, several laboratories
Yfh1-depleted yeast – enhancers of respiration in Yfh1-depleted yeast, dose response, Friedreich's ataxia, plus single-dose screen (AID 1465) | S. cerevisiae Yfh1-off respiration, WST-1 reduction, 72 h; higher fold induction means a stronger effect | one-dose fold induction at 50 µM; EC50 in µM for titrated hits | hit rate 0.074% among 220,000;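 active means fold induction of absorbance versus untreated yeast above a set limit, then at least 30% activation at any dose in follow-up; inconclusive means repeats straddling the limit, or above it without dose testing; inactive means fold induction below the set limit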;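 further: activators that raise dye reduction in frataxin-depleted yeast; strong numbers were not always called active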
Dengue-2 NS5 capping – flavivirus cap methylation enzyme inhibition – biochemical, confirmation dose response, primary screen (AID 588689); Dengue-2 NS5 methyltransferase capping enzyme assay, biochemical; higher % means a stronger effect; one-dose inhibition, % at 25 µM; IC50 in µM for titrated hits; hit rate 0.3% among 340,000; in the data active means a potency from the dose series; inconclusive means inhibition above about 29% without an active follow-up result
West Nile antiviral – West Nile virus antiviral activity, cell-based, CPE readout (AID 1621). West Nile virus-infected cells, CPE inhibition; higher % means a stronger effect. CPE inhibition, % at 10 µM, or IC50 in µM where a hit was titrated. hit rate 0.02% among 290,000; in the data active means a potency from the dose series; inconclusive means CPE inhibition mostly from about 3.7% at the one dose, without a potency; inactive means the rest, 99 in 100 with CPE inhibition below about 2.2%; further: strong numbers were not always called active
HIV peptide binding – inhibitors of HIV fusion peptide binding, primary screen, biochemical, uHTS, fluorescence dequenching (AID 1986) | cell-free peptide binding, fluorescence dequenching, 30 min; higher % means a stronger effect | inhibition, % at 20 µM; hits with a dose series show IC50 in µM | hit rate 0.3% among 290,000; in the data active means inhibition mostly above about 52%, no sharp cut-off; inactive means mostly below about 76%; further: some results filed as inactive read as strong as hits
NOD1 NF-kB reporter – inhibition of NOD1-driven NF-kB reporter – cell-based, luminescence, uHTS, primary screen (AID 1578). one-dose inhibition, % at 4 µM; EC50 in µM for titrated hits. NOD1-driven NF-kB luciferase reporter cells, luminescence; higher % means a stronger effect. hit rate 1% among 290,000; in the data active means inhibition mostly above about 36%, no sharp cut-off; inactive means mostly below about 34%;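 further: HEK-293T reporter cells stimulated with the NOD1 agonist gamma-tri-DAP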
AID2073 – disruptors of CaV2.2 binding to Mint1 – biochemical, HTRF (AID 2073); HTRF protein-protein interaction, Mint1-CaV2.2; higher % means a stronger effect; one-dose inhibition, % at 20 µM; IC50 in µM for titrated hits; hit rate 0.19% among 290,000; in the data active means inhibition mostly above about 51%, no sharp cut-off; inconclusive means no clear call, values can overlap the other calls; inactive means mostly below about 53%; further: some results filed as inactive read as strong as hits
KOR beta-arrestin-1 – KOR agonists, beta-arrestin recruitment, primary screen, cell-based, luminescence, uHTS (AID 1777); one-dose activation, % at 10 µM; EC50 in µM for titrated hits; KOR beta-arrestin recruitment, luminescence; higher % means a stronger effect; hit rate 0.02% among 280,000; in the data active means activation above about 50%, passing the limit was not always enough; further: a part of the inactive calls stands beside numbers as strong as those of hits
NOD2 inhibition – inhibition of NOD2-driven NF-kB reporter – cell-based, luminescence, uHTS, HEK293 (AID 1566) | HEK293 NOD2/NF-kB luciferase reporter, luminescence; higher % means a stronger effect | inhibition, % at 4 µM; hits with a dose series show EC50 in µM | hit rate 0.63% among 290,000; further: many of its hits are not listed in these tables
KOR beta-arrestin-2 – kappa opioid receptor blockers – cell-based, luminescence, uHTS (AID 1778). KOR beta-arrestin recruitment, luminescence, antagonist mode; higher % means a stronger effect. inhibition, % at 10 µM; hits with a dose series show IC50 in µM. hit rate 0.091% among 290,000; further: strong numbers were not always called active
Dengue-2 NS5 capping pilot replicate – also measured in Dengue-2 NS5 capping; calls as there; inhibition, %; measured here: pilot screen replicate inhibition
Active calls of the source: *; i = inactive; ? = inconclusive; . = not tested or not shown; & = joins results of further samples; [ ] = remark or other dose. Unless noted, no stated cut-off is given here; in the data, active means inhibition above about 50%; inactive means the rest. These rows are one share of the data. The share of hits here may be higher or lower than overall.

The first five compounds (preview)
SMILES	Yfh1-depleted yeast	Dengue-2 NS5 capping	West Nile antiviral	HIV peptide binding	NOD1 NF-kB reporter	AID2073	KOR beta-arrestin-1	NOD2 inhibition	KOR beta-arrestin-2	others
CC1CCCN(S(=O)(=O)c2ccc(NC(=O)C3CCN(C(=O)c4ccco4)CC3)cc2)C1 (configuration not stated)	.	-9%	-1.0%	1.7%	22%	-4%	-3.3%	13%	-31%
CC(C)(C)C(=O)CSc1ncccn1	i	-10%	-0.6%	0.8%	-37%	16%	-3.8%	-4%	-4%
Cc1ccnc(NC(=O)CSc2cc(=O)n(C)c3ccccc23)c1	i	3%	0.3%	-0.2%	.	9%	2.0%	.	-76%
Cc1c(Cl)cccc1NC(=O)NC1CCCCC1	i	0%	-0.7%	-2.1%	6%	-1%	-5.9%	-21%	13%
O=C(N/N=C\c1cc(Br)c(Br)o1)c1cncc(Br)c1	i	-1%	0.2%	-0.2%	1%	1%	-5.4%	14%	-6%

Results (from the top)
SMILES	Yfh1-depleted yeast	Dengue-2 NS5 capping	West Nile antiviral	HIV peptide binding	NOD1 NF-kB reporter	AID2073	KOR beta-arrestin-1	NOD2 inhibition	KOR beta-arrestin-2	others
CC1CCCN(S(=O)(=O)c2ccc(NC(=O)C3CCN(C(=O)c4ccco4)CC3)cc2)C1 (configuration not stated)	.	-9%	-1.0%	1.7%	22%	-4%	-3.3%	13%	-31%
CC(C)(C)C(=O)CSc1ncccn1	i	-10%	-0.6%	0.8%	-37%	16%	-3.8%	-4%	-4%
Cc1ccnc(NC(=O)CSc2cc(=O)n(C)c3ccccc23)c1	i	3%	0.3%	-0.2%	.	9%	2.0%	.	-76%
Cc1c(Cl)cccc1NC(=O)NC1CCCCC1	i	0%	-0.7%	-2.1%	6%	-1%	-5.9%	-21%	13%
O=C(N/N=C\c1cc(Br)c(Br)o1)c1cncc(Br)c1	i	-1%	0.2%	-0.2%	1%	1%	-5.4%	14%	-6%
COCCSc1ccccc1C(=O)Nc1ccccc1C(C)C	i	-5%	-0.4%	-0.9%	-29%	35%	-5.5%	-18%	-10%[20 µM]
COc1ccc(C(c2nnnn2C2CCCC2)N2CCC(C)CC2)c(OC)c1 (configuration not stated)	i	-3%	-0.7%	1.0%	-25%	6%	-1.1%	-3%	35%
O=C(/C=C\c1cn(-c2ccccc2)nc1-c1ccccc1)Nc1nccs1	i	3%	?	-1.0%	-27%	17%	5.3%	-28%	-25%
CCCS(=O)(=O)NCCc1cc2ccc(C)cc2[nH]c1=O	i	0%	-1.2%	-0.4%	-16%	30%	17%	11%	17%
COc1ccccc1OCCNC(=O)c1cccs1	i	3%	-0.1%	1.2%	-16%	1%	5.1%	-18%	5%
O=C(NNS(=O)(=O)c1ccc(Br)cc1)C1CCCCC1	i	0%	0.7%	0.1%	-9%	8%	-1.3%	8%	29%
CC(=O)c1ccc(OC2OCCOC2Oc2ccc(C(C)=O)cc2)cc1 (configuration not stated)	i	-3%	-1.2%	1.0%	-23%	-1%	-2.2%	10%	18%
O=C(Nc1ccc([N+](=O)[O-])cn1)c1cc(-c2cccc(Br)c2)nc2ccccc12	i	-2%	-0.3%	-0.3%	2%	10%	1.8%	0%	-21%
CC(C)(C)C(=O)C(CO)(Oc1ccc(Cl)cc1)n1cncn1 (configuration not stated)	i	-6%	1.0%	-1.8%	-3%	13%	0.2%	5%	13%
O=C(N/N=C/C(Cl)=C/c1ccccc1)c1ccncc1	i	.	-0.5%	-1.1%	-43%	-7%	-2.0%	2%	-7%
CCCC1C2C(=O)N(c3ccccc3)C(=O)C2ON1c1ccccc1 (configuration not stated)	i	-4%	-0.5%	1.3%	2%	12%	-0.6%	7%	0%
O=C(C(c1ccccc1)c1ccccc1)N1CCN(Cc2ccco2)CC1	i	-9%	-0.7%	3.0%	-26%	-2%	4.4%	0%	-8%
C#CCn1c(S(=O)(=O)Cc2ccc(OC)cc2)nc(-c2ccccc2)c1-c1ccccc1	i	-9%	0.4%	1.9%	-11%	1%	2.1%	-20%	-4%
Cc1c2cnn(-c3ccccc3)c(=O)c2c(C)n1CCCC(=O)N1CCN(C2CCCCC2)CC1	i	-9%	-0.4%	0.2%	-8%	0%	-0.6%	-14%	4%
O=C1CC(N2CCN(c3ccc(F)cc3)CC2)C(=O)N1Cc1ccc(N2CCCC2=O)cc1 (configuration not stated)	i	-4%	-0.7%	-0.1%	8%	0%	3.5%	-6%	-10%
CCc1ccc(N/C(SCc2ccccc2C)=C(/C#N)C(=O)NCc2ccco2)cc1	i	-11%	0.8%	2.2%	18%	-19%	6.3%	4%	-16%	Dengue-2 NS5 capping pilot replicate=-2.1
COc1ccc2c(c1)c(N=O)c(O)n2C	i	-3%	0.2%	3.7%	-17%	26%	-2.1%	16%	-4%
O=C(Cn1c(NCCCO)nc2ccccc21)c1ccco1	i	-1%	0.4%	1.1%	1%	7%	0.3%	6%	5%
CCC(=O)NC(Cc1ccccc1)c1ccc2c(c1)OCCCO2 (configuration not stated)	i	-1%	-0.5%	0.9%	-28%	10%	-2.0%	6%	32%
O=C(c1ccccc1)N1CCCC(C(=O)N2CCCCC2)C1 (configuration not stated)	.	-6%	-0.2%	0.2%	-8%	2%	-1.4%	10%	4%
Cc1ccc(CNC(=O)Cn2nnc(C(=O)Nc3cccc(C)c3C)c2N)cc1	.	-2%	-0.6%	1.5%	-15%	12%	-2.5%	4%	-1%
CC(=O)Nc1cccc(Nc2nc(-c3ccccc3)nc3ccccc23)c1	i	-17%	.	-0.1%	4%	12%	-2.9%	19%	-9%
O=[N+]([O-])c1cccnc1N1CCN(c2ccccc2F)CC1	i	6%	-0.7%	-0.2%	-30%	-12%	-2.1%	-7%	4%
Nc1cccc(/C=C/c2ccncc2)c1	i	-2%	0.2%	-2.4%	-9%	8%	-0.9%	-44%	27%
Cc1cc(C)n2nc(C(=O)Nc3ccc(S(=O)(=O)N4CCCC4)cc3)nc2n1	i	2%	0.4%	0.8%	-3%	7%	-1.5%	-9%	-1%
COc1ccccc1C/C(N)=N/OC(=O)c1ccc(C)c([N+](=O)[O-])c1	i	1%	-1.0%	-0.4%	14%	-5%	10%	-21%	21%
CC(Oc1ccccc1)C(=O)N(CCC1=CCCCC1)c1c(N)n(Cc2ccccc2)c(=O)[nH]c1=O (configuration not stated)	.	-6%	0.1%	4.4%	-37%	2%	-2.2%	-5%	1%
CCN(CC)CCNC(=O)CCn1c(=S)[nH]c2cc3c(cc2c1=O)OCO3	i	0%	0.4%	0.1%	-24%	-44%	0.1%	-5%	14%
O=C(c1ccccc1F)N1C(=O)c2cccc3cccc1c23	i	-6%	0.0%	-1.2%	-41%	7%	-2.3%	-2%	18%
COc1ccccc1NC(=O)CSc1nc2sc(C)c(C)c2c(=O)n1C	.	-1%	-0.8%	0.7%	.	-8%	6.3%	.	-52%
CCn1c(CC(=O)Nc2cccc(OC)c2)nnc1SCC(=O)Nc1nccs1	i	-1%	.	-1.0%	-21%	-3%	1.1%	8%	4%
CCOC(=O)N1CCC(n2c(SCC(=O)NCc3ccccc3)nc3ccccc3c2=O)CC1	i	-9%	-0.3%	-3.3%	6%	18%	1.4%	5%	16%
COc1ccc(-c2cn3nc(SCC(=O)NCC4CCCO4)ccc3n2)cc1 (configuration not stated)	.	-4%	-0.8%	0.1%	-40%	43%	-3.7%	-28%	6%
Cc1csc(SCC(=O)NCc2ccc3c(c2)OCO3)n1	i	2%	0.1%	-1.1%	2%	-2%	-0.1%	2%	17%
CC1(C)CC(=O)C(C(C2=C(O)CC(C)(C)CC2=O)c2cccs2)C(=O)C1 (configuration not stated)	.	46µM*	.	0.5%	14%	24%	-1.8%	18%	0%
O=C(CCS(=O)(=O)c1ccccc1)N1CCN(c2ccccc2F)CC1	.	1%	-0.5%	-1.0%	-42%	0%	-3.0%	-39%	12%
CCn1c(C)nc2cc(C(=O)NNC(=O)CCC3CCCCC3)ccc21	i	6%	-0.1%	-1.1%	-13%	-4%	1.8%	2%	25%
O=C(Nc1ccc(Cl)cn1)C1CCCN1S(=O)(=O)c1cccc2ccccc12 (configuration not stated)	i	-1%	-1.3%	1.2%	19%	1%	-4.2%	27%	-9%
Cc1noc(-c2ccccc2OC(=O)c2ccccc2)n1	i	.	0.2%	-2.4%	-2%	-2%	-5.6%	1%	30%
CCOC(=O)c1c(S(=O)(=O)NCC(=O)N2CCN(c3cccc(OC)c3)CC2)c(C)n(C)c1C	.	-6%	-0.3%	0.1%	-7%	5%	-4.8%	23%	1%
Clc1c(-c2nnc3n2CCC3)sc2ccccc12	i	-4%	-0.1%	2.8%	-40%	6%	1.1%	-16%	-46%
Cc1ccc(NC(=O)C2C3C=CC4(O3)C2C(=O)N(CCN2CCOCC2)C4C(=O)NC2CCCCC2)cc1C (configuration not stated)	.	-3%	0.3%	0.2%	-22%	5%	0.7%	-9%	-67%
CCOC(=O)N1CCN(C2CC(=O)N(c3ccc(Cl)c(Cl)c3)C2=O)CC1 (configuration not stated)	i	4%	0.4%	-1.3%	-5%	6%	-4.4%	0%	6%
CC(=O)c1ccc(NC(=O)NNS(=O)(=O)c2ccc([N+](=O)[O-])cc2)cc1	.	-8%	-0.2%	-2.0%	22%	12%	2.2%	17%	20%
C/C(N)=C(/C#N)C(=O)CSc1nc(C2CCCCC2)n(-c2ccccc2)n1	i	10%&-11%	-0.8%	3.8%	0%	3%	26%	-17%	-5%
Cc1cccc(NC(=O)c2cnn(-c3ccccc3)c2C)c1C	.	.	-0.3%	0.7%	-15%	2%	7.4%	-48%	-5%
CC1CCCC(C(=O)O)N1C(=O)CCSSCCC(=O)N1C(C)CCCC1C(=O)O (configuration not stated)	i	1%	1.2%	-0.2%	-4%	8%	-2.9%	3%	-6%
COc1ccc(-c2cc(C(F)(F)F)n3nc(C(=O)NCCN4CCOCC4)cc3n2)cc1	i	-10%	-0.4%	-1.8%	-19%	29%	.	20%	10%[20 µM]
CCC(NC(=O)NC1=NCCS1)(C(F)(F)F)C(F)(F)F	i	-19%	0.4%	5.5%	-18%	-2%	-5.8%	8%	8%
O=c1oc(-c2ccc(F)cc2)nc2ccsc12	i	-5%	0.0%	-0.2%	13%	-1%	0.6%	12%	3%
COc1ccc2nc(-c3ccco3)c(-c3ccco3)nc2c1	i	74µM*	0.2%	-0.9%	-7%	61%	-7.5%	-4%	19%
CSCC[C@H](Nc1ncnc2sc(C)c(C)c12)C(=O)O	i	4%	0.0%	-1.1%	-5%	13%	-1.4%	-10%	-32%
Cc1ccc(N2CCN(C(=O)c3cccs3)CC2)c(C)c1	.	6%	-1.8%	0.7%	42%	10%	0.7%	-2%	-57%[20 µM]
Cc1cc(C)c2c(c1)/C(=c1/sc3n(c1=O)CN(c1ccccc1)CN=3)C(=O)N2	.	0%	?	-2.3%	-5%	58%	0.7%	-7%	2%
